SKN-1 block: suppressors of acrylamide-induced Pgst-4::GFP reporter in worms, primary screen, SKN-1 inhibitor project, whole organism, uHTS, GFP/RFP fluorescence ratio, strain VP596; inhibition, % at 21.8 µM; 0.49% of 360,000 active; C. elegans VP596 Pgst-4::GFP/RFP ratio, 24 h;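 active = interference check ratio from 0.5 to 1.5 plus GFP to RFP signal ratio inhibition reaching or exceeding a fixed threshold, cut at about 30% in these data, passing the limit was not always enough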; note: some compounds called inactive have numbers as strong as hits
eLon inh: inhibitors of E. coli Lon protease, primary screen, biochemical, fluorescence polarization. inhibition, % at 7.94 µM. purified E. coli Lon protease. AID 602123, 2011. P0A9M0. 0.42% of 360,000 active; in the data active = inhibition above about 13%, passing the limit was not always enough;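 note: 0% = enzyme with probe and DMSO and 100% = no enzyme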
Rin1-Abl PPI inh: inhibitors of Rin1-Abl protein binding, primary screen, biochemical, TR-FRET; 0.4% of 360,000 active; inhibition, % at 7.35 µM; AID 588664, 2011; in the data active = inhibition above about 5%, passing the limit was not always enough
Target sequence (P00519 whole entry, looked up): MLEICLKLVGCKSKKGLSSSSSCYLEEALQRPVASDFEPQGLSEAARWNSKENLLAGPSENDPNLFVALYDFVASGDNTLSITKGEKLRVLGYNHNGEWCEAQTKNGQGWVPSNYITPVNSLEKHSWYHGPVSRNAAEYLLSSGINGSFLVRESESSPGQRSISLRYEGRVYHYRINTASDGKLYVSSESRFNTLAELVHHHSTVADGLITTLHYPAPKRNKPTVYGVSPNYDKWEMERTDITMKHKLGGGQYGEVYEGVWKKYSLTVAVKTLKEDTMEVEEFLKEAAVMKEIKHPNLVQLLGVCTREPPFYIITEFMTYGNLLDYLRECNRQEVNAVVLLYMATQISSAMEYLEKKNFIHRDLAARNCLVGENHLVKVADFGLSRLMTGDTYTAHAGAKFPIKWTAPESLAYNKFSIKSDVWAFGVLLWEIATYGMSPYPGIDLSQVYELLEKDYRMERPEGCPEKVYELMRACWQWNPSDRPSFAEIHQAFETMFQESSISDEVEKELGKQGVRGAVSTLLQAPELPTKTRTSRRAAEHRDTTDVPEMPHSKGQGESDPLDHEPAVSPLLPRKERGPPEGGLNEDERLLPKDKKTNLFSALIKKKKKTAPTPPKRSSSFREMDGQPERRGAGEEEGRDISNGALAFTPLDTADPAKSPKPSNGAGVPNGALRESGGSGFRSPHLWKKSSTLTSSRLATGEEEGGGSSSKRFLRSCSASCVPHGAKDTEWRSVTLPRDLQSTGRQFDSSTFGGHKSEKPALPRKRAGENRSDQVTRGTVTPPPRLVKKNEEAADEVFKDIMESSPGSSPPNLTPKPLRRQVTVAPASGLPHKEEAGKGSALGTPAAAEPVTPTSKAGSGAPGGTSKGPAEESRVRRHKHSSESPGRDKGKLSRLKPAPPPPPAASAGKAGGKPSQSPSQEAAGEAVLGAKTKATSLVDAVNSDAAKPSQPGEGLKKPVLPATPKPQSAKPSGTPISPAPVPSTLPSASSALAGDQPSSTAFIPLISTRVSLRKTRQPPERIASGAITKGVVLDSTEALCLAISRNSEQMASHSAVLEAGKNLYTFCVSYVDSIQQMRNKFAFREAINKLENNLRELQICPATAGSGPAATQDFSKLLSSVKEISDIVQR
Target sequence (Q13671 whole entry, looked up): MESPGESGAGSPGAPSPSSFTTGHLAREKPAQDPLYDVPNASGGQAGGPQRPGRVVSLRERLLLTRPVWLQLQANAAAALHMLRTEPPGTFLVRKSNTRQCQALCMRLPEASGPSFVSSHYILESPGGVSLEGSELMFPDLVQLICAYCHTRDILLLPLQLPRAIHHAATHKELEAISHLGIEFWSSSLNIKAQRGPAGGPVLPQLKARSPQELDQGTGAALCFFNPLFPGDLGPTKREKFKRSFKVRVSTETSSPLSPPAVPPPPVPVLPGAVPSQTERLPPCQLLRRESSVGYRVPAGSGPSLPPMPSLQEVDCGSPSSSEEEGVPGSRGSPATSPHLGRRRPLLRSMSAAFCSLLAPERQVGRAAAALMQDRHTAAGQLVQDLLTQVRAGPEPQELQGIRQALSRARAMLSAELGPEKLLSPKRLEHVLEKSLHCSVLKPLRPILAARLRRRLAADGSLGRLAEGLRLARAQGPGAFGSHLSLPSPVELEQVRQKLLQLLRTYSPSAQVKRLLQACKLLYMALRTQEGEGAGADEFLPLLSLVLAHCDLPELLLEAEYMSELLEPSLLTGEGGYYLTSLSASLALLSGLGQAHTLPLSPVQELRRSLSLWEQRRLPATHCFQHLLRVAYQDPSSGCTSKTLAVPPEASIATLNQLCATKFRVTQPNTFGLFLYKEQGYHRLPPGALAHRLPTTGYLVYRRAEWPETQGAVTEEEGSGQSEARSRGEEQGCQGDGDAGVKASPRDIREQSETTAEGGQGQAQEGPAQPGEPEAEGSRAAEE
MT1-MMP act inh: blockers of MT1-MMP proenzyme processing, primary screen, HT1080 RFP-PRO-GFP cells, GFP/RFP fluorescence. Matrix metalloproteinase-14 (Homo sapiens), P50281. GFP/RFP ratio fluorescence, overnight; percent of plate control window, DMSO zero. GFP/RFP ratio change, % at 20 µM. 0.061% of 360,000 active. AID 651647, 2012;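 active = GFP/RFP ratio change of at least 30% with cell ATP level not reduced by more than half and red fluorescence within 50% of control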; note: strong numbers were not always called active
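Material: RFP-PRO-GFP reporter HT1080 cells. Dosing: single-point 20 µM compound, 1% DMSO. Controls: DMSO and RFP-L50D-GFP cell wells. Timing: cells overnight before dosing, compound overnight, 37 °C, 5% CO2. Measure: GFP/RFP fluorescence ratio.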
Neddyl block: inhibitors of cullin neddylation, primary screen, biochemical, TR-FRET, uHTS, NAE and Ubc12 | 0.58% of 360,000 active | calls only at 25 µM | NEDD8-conjugating enzyme Ubc12 (Homo sapiens) + NEDD8-activating enzyme E1 regulatory …; in the data active = inhibition above about 36%
MsrA act: bovine MsrA enzyme activators, primary screen, biochemical, absorbance, HTS | 0.3% of 360,000 active | Methionine sulfoxide reductase A (Bos taurus) | AID 602163, 2012 | purified bovine MsrA, absorbance read-out | activation, % at 10.6 µM; in the data active = activation above about 7.5%;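 note: 0% = vehicle and 100% = reference activator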
MLLE-PAM2 inh: inhibitors of PABP1 MLLE–PAM2 peptide binding, primary screen, biochemical, fluorescence polarization, FITC-PAM2, GST-MLLE; inhibition, % at 20 µM; Polyadenylate-binding protein 1 (Homo sapiens), P11940; AID 588489, 2011; 0.36% of 360,000 active; in the data active = inhibition above about 35%, passing the limit was not always enough;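 note: plate controls were DMSO wells with GST-MLLE for no effect and wells lacking GST-MLLE protein for full effect; some results filed as inactive read as strong as hits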
FAS-TE inh: FAS thioesterase domain inhibitors, primary screen, biochemical, fluorescence intensity, uHTS; recombinant FAS-TE, OMFH fluorogenic substrate, fluorescence endpoint; 0.67% of 360,000 active; inhibition, % at 15 µM; Fatty acid synthase (Homo sapiens), P49327;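 active = compounds whose normalised, plate-corrected inhibition of enzyme fluorescence in the single-dose primary screen is 50% or more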;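 note: 0% = DMSO with enzyme and 100% = substrate without enzyme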
CendR NRP1 mod: modulators of CendR peptide binding to NRP-1, primary screen, biochemical, fluorescence polarization, uHTS; Neuropilin-1 (Homo sapiens), O14786; FAM-RPARPAR peptide binding to NRP-1; inhibition, % at 25 µM; 0.85% of 360,000 active; AID 602438, 2012;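 active = inhibition or corrected inhibition above about 18%, plus a signal ratio from 0.5 to 1.5, limit read from the data, passing the limit was not always enough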; note: strong numbers were not always called active
Active calls of the source: *; i = inactive; / = not tested or not shown.

cpd	SMILES	Rin1-Abl PPI inh	MLLE-PAM2 inh	FAS-TE inh	CendR NRP1 mod	eLon inh	MsrA act	Neddyl block	SKN-1 block	MT1-MMP act inh
1	CCCCc1nc2cc(C(=O)N3CCCCC3COC)ccc2o1 (configuration not stated)	6	-8	8	5	-4	-4	i	-9	0
2	COC(=O)c1c(C)[nH]c(C(C)=O)c1C	1	3	-8	-8	4	-9	i	0	5
3	COc1ccc(NC(=S)N(CCN2CCOCC2)Cc2cc3cc4c(cc3[nH]c2=O)OCCO4)cc1	0	-34	-2	-11	-3	-5	i	0	-2
4	COc1ccc(C(=O)c2coc3ccc(O)c(CN4CCOCC4)c23)cc1	-1	-2	7	14	0	-4	i	4	-7
5	CCN1C(=O)[C@H]2[C@@H](c3ccc(C)cc3)N3C(=O)N(c4cccc(F)c4)C(=O)[C@@]3(CC)[C@H]2C1=O	2	2	-8	17	10	-2	i	-4	1
6	COCC1CCCN(C(=O)c2ccc3oc(CCCc4ccccc4)nc3c2)C1 (configuration not stated)	-1	-5	-4	-26	-9	-3	i	1	3
7	Cc1ccc(NC(=O)c2cc(S(=O)(=O)N3CCOCC3)ccc2F)c(C)c1	-3	-12	2	-10	0	-1	i	0	10
8	COc1ccc(NC(=O)Cn2nc(Cc3cccnc3)c3ccccc3c2=O)c(OC)c1	-3	4	-6	2	-8	-4	i	-2	9
9	CCOc1cc(C2NC(=O)CCC2[N+](=O)[O-])cc(Br)c1OCC (configuration not stated)	-1	1	-5	-14	-10	-1	i	27	-2
10	C[C@H]1C=C(C(=O)N2CCOCC2)O[C@@H](OCc2ccc(CO)cc2)C1	6	-3	-10	10	-2	0	i	12	0
11	CCOc1ccc(C2NC(=O)c3sc(=S)n(-c4ccccc4)c3N2)cc1 (configuration not stated)	3	-31	-6	-20	-7	-4	i	0	2
12	O=C(CN1CCOCC1)Nc1c2c(nc3c1CCC3)CCC2	-2	4	-6	14	-6	-4	i	-4	-2
13	CC(=O)Nc1ccc(NC(=O)C2CCCN(c3ncccn3)C2)cc1 (configuration not stated)	0	-7	-5	9	5	-3	i	-14	2
14	CC1CC(C)(C)NCc2ccccc21 (configuration not stated)	0	1	-7	-9	-4	-3	i	24	0
15	COc1ccc(N2CCN(C(=O)CCCCCn3c(=O)[nH]c4ccsc4c3=O)CC2)cc1	3	-4	-3	14	0	0	i	0	1
16	C=CCn1c(=S)[nH]c2nc3c(cc2c1=O)COC(C)(C)C3	0	-14	-5	-33	-1	-2	i	1	-3
17	CCCCCCCCCC(=O)OCC(O)CO (configuration not stated)	1	3	-3	-1	-4	-6	i	0	2
18	Cn1c(=O)n(/N=C/c2ccccc2)c2ccccc21	-1	-11	-4	-8	-12	-2	i	11	-1
19	Cc1ccc(OCCn2cnc3cc([N+](=O)[O-])ccc3c2=O)cc1	-4	-2	21	-21	-5	0	i	6	-3
20	C[C@H](NC(=O)C1CCN(S(=O)(=O)c2ccccc2)CC1)C(=O)NCc1ccncc1	0	6	-5	1	2	2	i	-9	-3
21	CCN(CC)S(=O)(=O)c1ccc(C(=O)Nc2nnc(NC(=S)Nc3ccccc3)s2)cc1	-1	31	3	-1	5	-6	i	2	0
22	O=C(NCc1ccccn1)c1ccc(/C=N/O)nc1	0	1	-4	-4	-4	-4	i	3	1
23	COc1ccc(/C(C)=N/NC(=O)CNC(=O)c2cccs2)cc1	1	-2	-10	7	2	-11	i	2	-6
24	CC1CCCN(CCOc2cccc(Oc3ccccc3)c2)C1 (configuration not stated)	-1	-7	1	-7	5	-5	i	-23	3
25	N#CCCn1nc(Cc2cccc3ccccc23)c(C#N)c1N	0	1	-6	-8	-4	-1	i	8	4

Next structures follow.
cpd	SMILES	Rin1-Abl PPI inh	MLLE-PAM2 inh	FAS-TE inh	CendR NRP1 mod	eLon inh	MsrA act	Neddyl block	SKN-1 block	MT1-MMP act inh
26	Cc1cc2ccccn2c1C(=O)c1ccccc1Br	-1	-7	13	2	-11	0	i	10	-1
27	COc1ccc(C)cc1Cn1c(S(C)(=O)=O)nc2ccccc21	-1	-1	-3	1	0	0	i	8	8
28	CC(OCc1ccccc1)C(NC(=O)OC(C)(C)C)C(=O)NCC1CCCO1 (configuration not stated)	-3	1	-2	-2	-4	-13	i	-1	-1
29	N#Cc1sc2nccc(Nc3ccccc3)c2c1N	0	0	3	-16	0	-8	i	-10	-4
30	Cc1ccc(S(=O)(=O)NCC2COc3ccccc3O2)cc1 (configuration not stated)	-4	4	3	4	-9	-5	i	5	-2
31	CCOC(=O)Cc1nn(C)c(=O)c2ccccc12	0	6	-2	-5	-2	-3	i	6	4
32	CC(=O)N(Cc1cc2c(C)cc(C)cc2[nH]c1=O)C1CCCCC1	-3	-3	-3	18	-5	-13	i	1	-4
33	O=C1C/C(=C/NCc2ccccc2)C(=O)N1	3	-5	-4	0	-6	-3	i	-8	-1
34	CCOC(=O)C1CCCCN1C(=O)CCn1nnnc1CN1CCOCC1 (configuration not stated)	-2	8	-8	4	-13	-5	i	14	0
35	Cc1ccc(C)c(N2CCN(C(=O)c3ccc4c(c3)c(C)c(C)n4C)CC2)c1	3	-10	23	10	-2	0	i	8	-2
36	CCOC(=O)[C@]12CCC=C1N(Cc1cccc3ccccc13)C(=O)[C@H](CC(=O)N1CCN(C(=O)C3CC3)CC1)C2	/	/	-2	2	1	-4	i	11	3
37	CCC1=NN(S(=O)(=O)c2ccc(C)cc2)C(O)(C(F)(F)F)C1 (configuration not stated)	3	7	-3	-1	2	-2	i	1	-2
38	CC(C)(C)C(=O)Nc1ccccc1N1CCN(c2ccc(F)cc2)CC1	6	12	14	5	8	-14	i	-15	-3
39	CCOC(=O)C1(Cc2ccc(Cl)cc2)CCN(Cc2ccon2)CC1	-1	14	4	6	-8	-2	i	8	-11
40	Cc1ccc(NC(=O)COc2ccc(N(C)S(=O)(=O)c3ccc(F)cc3)cc2)cc1	3	-5	25	10	0	-4	i	21	5
41	CCc1cc2c3c([nH]c2cc1S(=O)(=O)N1CCC2(CC1)OCCO2)CCCC3=O	-1	-2	3	-1	-11	-2	i	7	5
42	NC(=O)COC(=O)/C=C/c1cccc(Br)c1	0	-6	-9	7	2	-8	i	4	1
43	O=C(OCc1nnc(-c2ccccc2)o1)c1cc([N+](=O)[O-])ccc1Cl	0	-3	26	5	7	-12	i	-9	1
44	CCc1ccc(N(CC(=O)NC2CCCCC2)C(=O)CCC(=O)Nc2ccccn2)cc1	-2	-3	10	0	2	-2	i	0	-2
45	O=C(N/N=C/c1cc([N+](=O)[O-])cc([N+](=O)[O-])c1O)/C(=C\c1cccs1)NC(=O)c1ccccc1	-1	-6	75*	-38	-7	-10	i	-6	7
46	O=C(c1ccc(NC(=S)NCc2ccco2)cc1)N1CCOCC1	0	6	-9	-2	0	-9	i	-2	-3
47	CCCN1CCN(CCCNC(=O)C(CC)n2nc(C)c3sc4ccccc4c3c2=O)CC1 (configuration not stated)	1	17	-5	3	-7	-3	i	-8	-2
48	CCCc1c(Cc2cccc(F)c2)ncn1Cc1cccc(-c2ccccc2)c1	/	/	/	-10	/	/	i	-10	-5
49	COCCCn1c(SCC(=O)Nc2nnc(C)s2)nnc1-c1ccoc1C	-2	-8	-4	4	-2	-4	i	0	7
50	Cc1n[nH]c(C)c1Cc1c(F)cccc1Cl	-3	-20	-11	8	-4	-2	i	19	-3

Results in sequence from the entries so far:
FAS-TE inh for entries 30 to 40: 3, -2, -3, -4, -8, 23, -2, -3, 14, 4, 25
MsrA act for entries 30 to 40: -5, -3, -13, -3, -5, 0, -4, -2, -14, -2, -4
MLLE-PAM2 inh for entries 30 to 40: 4, 6, -3, -5, 8, -10, /, 7, 12, 14, -5

A different layout for part of the listing above.
Second line of a record: Rin1-Abl PPI inh | MLLE-PAM2 inh | FAS-TE inh | CendR NRP1 mod | eLon inh | MsrA act | Neddyl block | SKN-1 block | MT1-MMP act inh
32. CC(=O)N(Cc1cc2c(C)cc(C)cc2[nH]c1=O)C1CCCCC1
 : -3 | -3 | -3 | 18 | -5 | -13 | i | 1 | -4
33. O=C1C/C(=C/NCc2ccccc2)C(=O)N1
 : 3 | -5 | -4 | 0 | -6 | -3 | i | -8 | -1
34. CCOC(=O)C1CCCCN1C(=O)CCn1nnnc1CN1CCOCC1 (configuration not stated)
 : -2 | 8 | -8 | 4 | -13 | -5 | i | 14 | 0

Copied from above, compounds 1 to 3
cpd	SMILES	Rin1-Abl PPI inh	MLLE-PAM2 inh	FAS-TE inh	CendR NRP1 mod	eLon inh	MsrA act	Neddyl block	SKN-1 block	MT1-MMP act inh
1	CCCCc1nc2cc(C(=O)N3CCCCC3COC)ccc2o1 (configuration not stated)	6	-8	8	5	-4	-4	i	-9	0
2	COC(=O)c1c(C)[nH]c(C(C)=O)c1C	1	3	-8	-8	4	-9	i	0	5
3	COc1ccc(NC(=S)N(CCN2CCOCC2)Cc2cc3cc4c(cc3[nH]c2=O)OCCO4)cc1	0	-34	-2	-11	-3	-5	i	0	-2

Following part
cpd	SMILES	Rin1-Abl PPI inh	MLLE-PAM2 inh	FAS-TE inh	CendR NRP1 mod	eLon inh	MsrA act	Neddyl block	SKN-1 block	MT1-MMP act inh
51	O=C(NCc1ccccc1Cl)C1CCCN(S(=O)(=O)c2cccc3nonc23)C1 (configuration not stated)	1	4	-1	0	-7	-3	i	-10	1
52	COc1cccc(OCc2cc(C(=O)N3CCN(C4CCCCC4)C(=O)C3)no2)c1	1	5	2	10	0	-3	i	-1	6
53	COC(C[C@@H]1O[C@H]1[C@@H](O)[C@@H](C)OCc1ccccc1)OC	-1	-4	-12	11	-3	-4	i	-6	2
54	CN(CC(=O)NCc1ccncc1)S(=O)(=O)c1ccccc1	0	8	-12	-2	-6	0	i	0	3
55	Cc1nc(Cl)c(S(N)(=O)=O)c(C)c1Cl	5	11	-2	0	6	-6	i	-5	0
56	O=C(Oc1ccc(Br)cc1)C1CCN(C2=NS(=O)(=O)c3ccccc32)CC1	-2	1	16	4	-5	-5	i	1	2
57	O=C(Sc1ccc(Cl)cc1)c1ccccn1	1	33	4	-4	18	-5	i	55*	-6
58	CN(C)/C=N/NC(=O)c1ccccc1Cl	0	-7	-6	2	0	-4	i	-5	7
59	N#Cc1c(NCCCO)nc(-c2ccccc2)c2c1CCCC2	-2	9	7	2	14*	-4	/	15	-19

Outcome played no part in choosing rows. About 4% of those tested had a hit in this group.
